# Screens from PubChem BioAssay.
# OXTR agonist = human OXTR agonism; P30559; hit rate 0.32% among 320,000; activation, % at 3 µM; CHO-OTR cells, Fluo-8 calcium fluorescence; normalized: DMSO 0%, oxytocin 100%;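 active = activation above the mean of all tested compounds plus 3 SD, cutoff set per screening run, cut at about 20% in these data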;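 also: peak over basal fluorescence ratio from a 100 s FLIPR kinetic read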
# Target sequence (P30559 whole entry, looked up): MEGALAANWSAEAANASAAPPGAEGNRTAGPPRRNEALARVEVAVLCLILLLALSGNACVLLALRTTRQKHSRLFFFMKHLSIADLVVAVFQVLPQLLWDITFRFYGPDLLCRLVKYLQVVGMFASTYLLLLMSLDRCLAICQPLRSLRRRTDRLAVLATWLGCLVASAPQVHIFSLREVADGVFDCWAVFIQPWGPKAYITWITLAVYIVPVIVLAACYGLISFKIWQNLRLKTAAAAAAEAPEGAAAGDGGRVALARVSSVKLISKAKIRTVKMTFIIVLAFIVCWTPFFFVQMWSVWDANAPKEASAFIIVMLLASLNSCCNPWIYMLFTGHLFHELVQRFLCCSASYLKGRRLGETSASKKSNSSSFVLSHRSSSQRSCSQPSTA
# CHO-K1 Ca PAM = M1 PAM counterscreen hit in parental CHO-K1 cells. activation, % at 3 µM. hit rate 0.02% among 360,000. ATP EC20, Fluo-8 calcium fluorescence; 0% at ATP EC20, 100% at ATP max;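 active = activation above the run cutoff, the mean activation of all test compounds plus 3 SD, cut at about 40% in these data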;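 also: peak over basal fluorescence ratio in a 140 s read after ATP addition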
# CHO-K1 Ca antag = nonselective inhibitor or artifact in parental CHO-K1 cells | hit rate 0.6% among 360,000 | AID 602250 | inhibition, % at 3 µM | ATP-induced calcium, Fluo-8 fluorescence;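 active = inhibition above a per-plate cutoff, the plate's mean sample inhibition plus 3 SD, cut at about 24% in these data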;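 also: 0% = DMSO plus EC80 ATP and 100% = DMSO alone without ATP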
# CHO parental Ca = signal in parental CHO cells, OX1R antagonist counter-screen; inhibition, % at 5.6 µM; parental CHO-K1, ATP-induced calcium, Fluo-8 fluorescence; AID 463079; hit rate 0.63% among 330,000;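 active = inhibition above that plate's mean sample inhibition plus 3 SD, cut at about 26% in these data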;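 also: 0% = ATP-challenged DMSO wells and 100% = DMSO wells without ATP; some compounds past the cut are filed as inactive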
#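 test system = CHO parental line | reagent = ATP stimulus | measured by = intracellular calcium via Fluo-8 no-wash fluorescent dye | control set = ATP and no-ATP DMSO wells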
# TAAR1 antagonist = human TAAR1 antagonism; hit rate 1.5% among 360,000; AID 624466; CHO RD-HGA16 TAAR1, Fluo-8 calcium fluorescence, antagonist; Q96RJ0; inhibition, % at 3 µM;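 active = inhibition above a per-plate cutoff, the mean inhibition of test compounds on that plate plus 3 SD, cut at about 49% in these data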;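 also: 0% = DMSO plus EC80 beta-PEA response and 100% = DMSO alone without agonist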
#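 Test system – hTAAR1-expressing CHO RD-HGA16 cells, Gα16-coupled · Also added – β-PEA at EC80 concentration, post-compound challenge · Compound – 3 µM, single point · Incubation – dye loading 75 min at 37 °C, then 30 min room temperature · Measured by – Fluo-8 intracellular calcium dye fluorescence, real-time kinetic reads · Benchmarks – vehicle and agonist controls · Replicates – singlicate, one well per test compound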
# GPR7 antagonist = antagonists of human GPR7 (neuropeptides B/W receptor 1) | hit rate 1.1% among 290,000 | P48145 | inhibition, % at 4.4 µM | GPR7-expressing cells, fluorescence antagonist assay; in the data active = inhibition above about 16%, passing the limit was not always enough;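 also: cells stimulated with the agonist NPW; 0% = agonist with vehicle and 100% = vehicle without agonist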
# CHO-K1 Ca ag = M1 agonist counterscreen hit in parental CHO-K1 cells; Fluo-8 calcium fluorescence; scaled to maximal ATP response, vehicle zero; activation, % at 3 µM; hit rate 0.48% among 360,000; in the data active = activation above about 15%;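 also: untransfected CHO-K1 host cells lacking M1 receptor as counterscreen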
# V1aR counter = counter-screen for oxytocin receptor agonists: human V1a receptor agonists; P37288; CHO-V1R cells, Fluo-8 calcium fluorescence, agonist mode; 0% DMSO, 100% 3 nM vasopressin; activation, % at 3 µM; hit rate 0.25% among 320,000; AID 2797;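 active = activation above the mean activation of all tested compounds plus 3 SD, per screening run, cut at about 20% in these data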;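 also: signal is peak over basal fluorescence ratio across a 100 second FLIPR read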
# Target sequence (P37288 whole entry, looked up): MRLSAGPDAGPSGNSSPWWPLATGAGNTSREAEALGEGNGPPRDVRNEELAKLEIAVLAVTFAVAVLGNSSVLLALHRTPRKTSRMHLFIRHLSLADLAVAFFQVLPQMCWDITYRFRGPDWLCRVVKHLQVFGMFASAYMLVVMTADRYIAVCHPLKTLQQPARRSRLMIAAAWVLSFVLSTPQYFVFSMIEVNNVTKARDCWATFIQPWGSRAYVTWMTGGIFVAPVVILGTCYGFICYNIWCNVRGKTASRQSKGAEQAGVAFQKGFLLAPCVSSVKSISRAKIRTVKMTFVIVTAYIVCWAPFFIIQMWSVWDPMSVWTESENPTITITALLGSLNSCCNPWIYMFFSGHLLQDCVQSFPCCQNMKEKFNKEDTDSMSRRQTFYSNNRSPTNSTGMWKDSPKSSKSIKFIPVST
# OXTR potentiator = potentiates the human oxytocin receptor response; P30559; CHO-OTR cells, Fluo-8 calcium fluorescence, potentiator mode; 0% = oxytocin EC15, 100% = EC100; activation, % at 3 µM; hit rate 0.061% among 320,000; AID 2445;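 active = activation above that plate's cutoff, the mean activation of tested compounds plus 3 SD, cut at about 6.6% in these data, passing the limit was not always enough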;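 also: 100% uses oxytocin at 75 nM as the full agonist control; some results filed as inactive read as strong as hits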
#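 assay system = CHO-OTR cells, human receptor | schedule = compound 6 min at room temperature before oxytocin, 100 s read | detection = Fluo-8 intracellular calcium fluorescence, ex 470-495, em 515-575 nm | evaluation = normalized max/min fluorescence ratio, % activation | control set = EC15 oxytocin alone as 0%, 75 nM oxytocin (EC100) as 100%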
# Active calls of the source: *; · = not tested or not shown.
SMILES,OXTR agonist,CHO-K1 Ca PAM,CHO-K1 Ca antag,CHO parental Ca,TAAR1 antagonist,GPR7 antagonist,CHO-K1 Ca ag,V1aR counter,OXTR potentiator
Cc1ccc(C(=O)N2CCCCC2)cc1S(=O)(=O)N1CCOCC1,1.7,20,-6,-7,-8,-6,0.4,0.8,-2
O=C(CCCc1ccccc1)NCc1cn2ccsc2n1,0.9,14,1,-13,19,4,0.3,0.4,-1
CCOC(=O)c1c(C)[nH]c(C(=O)OCC(=O)N(C)CC(=O)Nc2ccccc2Cl)c1C,-1.7,3,-2,-17,-12,·,1.5,-0.8,3
O=C(O)COn1c(-c2ccc(Cl)cc2)nc2ccc(Cl)cc21,-0.3,16,-7,-10,-18,-11,0.2,0.7,-1
CCOc1nc(NCCO)nc(NCCC2=CCCCC2)n1,-2.2,22,-14,-24,0,-7,1.1,-0.1,-1
Nc1ccc2c(c1)C(=O)Cc1ccccc1S2,-0.9,14,-5,7,-13,-9,-0.3,0.2,-8
CCCNc1nc(OCC(F)(F)F)nc(OCC(F)(F)F)n1,-1.9,15,-16,-13,-1,-9,-0.5,-0.5,5
CCN1CCN(CC(=O)c2cc(OC)c(OC)c(OC)c2)CC1,0.4,7,-15,-15,-9,-4,0.5,-0.3,-2
Cc1ccc(C2=NCCn3nc4cc([N+](=O)[O-])ccc4c32)cc1,-0.9,6,0,-10,-2,·,-0.6,0.5,-6
O=C(O)CC/C(=C\c1ccc(Cl)c([N+](=O)[O-])c1)c1nc2ccccc2s1,-2.6,9,-5,-9,-21,-2,-0.5,1.8,2
Cn1ccc2c(N3CCCCCCC3)cc3c(c21)C1CCC3O1 (stereo unspecified),·,11,9,·,-46,·,9.2,·,·
CCOC(=O)Oc1ccc2oc(=O)cc(C)c2c1,-2.0,9,-4,-2,-9,-6,0.0,-0.5,-2
COc1ccc2c(c1OC)C(=O)OC2Nn1cncn1 (stereo unspecified),0.8,3,-4,1,-3,10,0.0,0.0,1
Cc1cc([N+](=O)[O-])ccc1NC(=O)CN1C2CCC1CC(NC(=O)NC13CC4CC(CC(C4)C1)C3)C2 (stereo unspecified),-0.5,0,3,-8,-35,-3,1.6,0.3,-5
Cc1ccccc1C(=O)N1CCC(C(=O)Nc2ccc3c(c2)OCO3)CC1,0.6,10,5,-3,9,2,0.2,0.4,2
O=C(Cc1ccc(-n2cccc2)cc1)N1CCc2ccccc21,-1.3,8,-3,8,16,17,0.4,0.0,-16
COc1cccc(/C=C/C(=O)c2cccc([N+](=O)[O-])c2)c1,-0.9,25,-17,-8,7,11,0.7,-1.1,-4
CCCCC(CC)C(=O)Oc1ccc(O)c(C(C)(C)C)c1 (stereo unspecified),-0.9,-10,4,5,7,30*,-0.6,0.1,-7
COC(=O)N1C(=O)[C@](c2ccsc2)(C(C)C)N1C(=O)OC,0.7,24,-13,-3,-5,1,0.5,-0.2,-9
O=C1CN(c2ccccc2)C(=S)N1C(=O)c1ccccc1,-0.4,-1,11,-9,-12,-13,2.2,-0.1,-12
CCN(CC(=O)Nc1ccc(OC)cc1)C(=O)Cc1ccc(OC)c(S(=O)(=O)N2CCOCC2)c1,-0.1,7,3,-8,-11,·,0.3,0.3,-9
COc1ccc(CNc2nc(-c3cccnc3)nn2C(=O)CC(C)C)cc1,-1.2,18,-17,-31,-13,-11,0.2,-0.9,-3
Oc1ccccc1Oc1ncc(Br)c(Cl)n1,-2.2,-2,2,-10,-10,-2,-0.5,2.0,-7
CN(C)N1C(N)=C(C#N)C(c2cccc3ccccc23)C2=C1CC(c1ccccc1)CC2=O (stereo unspecified),-0.2,-7,5,2,-7,-3,0.8,-0.4,4
CN(CC(=O)NC1CCCCCC1)S(=O)(=O)c1ccc(Br)cc1,0.4,0,-2,-15,-29,-13,0.8,0.4,-4

# Part of the list above, field by field.
> COC(=O)N1C(=O)[C@](c2ccsc2)(C(C)C)N1C(=O)OC
  OXTR agonist: 0.7	CHO-K1 Ca PAM: 24	CHO-K1 Ca antag: -13	CHO parental Ca: -3	TAAR1 antagonist: -5	GPR7 antagonist: 1	CHO-K1 Ca ag: 0.5	V1aR counter: -0.2	OXTR potentiator: -9
> Cc1ccccc1C(=O)N1CCC(C(=O)Nc2ccc3c(c2)OCO3)CC1
  OXTR agonist: 0.6	CHO-K1 Ca PAM: 10	CHO-K1 Ca antag: 5	CHO parental Ca: -3	TAAR1 antagonist: 9	GPR7 antagonist: 2	CHO-K1 Ca ag: 0.2	V1aR counter: 0.4	OXTR potentiator: 2
> COc1ccc2c(c1OC)C(=O)OC2Nn1cncn1 (stereo unspecified)
  OXTR agonist: 0.8	CHO-K1 Ca PAM: 3	CHO-K1 Ca antag: -4	CHO parental Ca: 1	TAAR1 antagonist: -3	GPR7 antagonist: 10	CHO-K1 Ca ag: 0.0	V1aR counter: 0.0	OXTR potentiator: 1
> CCN1CCN(CC(=O)c2cc(OC)c(OC)c(OC)c2)CC1
  OXTR agonist: 0.4	CHO-K1 Ca PAM: 7	CHO-K1 Ca antag: -15	CHO parental Ca: -15	TAAR1 antagonist: -9	GPR7 antagonist: -4	CHO-K1 Ca ag: 0.5	V1aR counter: -0.3	OXTR potentiator: -2

# Following part.
SMILES,OXTR agonist,CHO-K1 Ca PAM,CHO-K1 Ca antag,CHO parental Ca,TAAR1 antagonist,GPR7 antagonist,CHO-K1 Ca ag,V1aR counter,OXTR potentiator
COc1ccc(-c2ocnc2C(=O)Nc2ccc3c(c2)CCC3)cc1,1.0,8,-10,-19,-18,-16,0.4,1.1,-1
Cc1c(O)c(C)c2c(c1O)C(=O)C[C@@H](c1ccccc1)O2,-1.4,-1,-10,-9,4,·,-0.5,-1.1,-4
CCC(C)NC(=O)c1ccccc1NC(=O)c1ccc(CSc2ccc(C)cc2)cc1 (stereo unspecified),2.0,14,-28,-3,·,-8,0.3,-0.1,4
CCOc1ccc(S(=O)(=O)N2CCCCC2)cc1NC(=O)CN1C(=O)NC(C)(c2ccc(C)cc2)C1=O (stereo unspecified),0.8,15,-1,-17,·,·,1.0,-1.1,-8
O=C(Nc1ccc(Cc2ccncc2)cc1)c1ccc(S(=O)(=O)N2CCOCC2)cc1,17,2,21,22,34,15,12,14,-21
CCN(CC)C(=O)OCCc1cc2ccccc2c(=O)o1,1.3,0,-12,-9,19,·,0.3,0.6,-5
O=C(NCC(=O)N1CCN(S(=O)(=O)c2ccccc2)CC1)c1ccc2ccccc2c1,1.1,-17,10,-8,-24,·,0.3,2.3,1
CC(=O)Nc1cc(C(=O)OCc2cccc([N+](=O)[O-])c2)ccc1C,0.6,13,0,-11,2,-10,0.3,0.6,-9
O=C(NNC(=O)c1cccc(S(=O)(=O)Nc2ccccc2F)c1)c1ccncc1,·,16,-15,·,1,·,0.8,·,·
O=C(c1cc(-c2ccccc2Cl)on1)N1CCN(C(=O)c2ccco2)CC1,-0.5,15,-13,-8,-4,5,0.0,-0.4,0
COc1ccc(/C=C\C(=O)O[C@@H]2C(O)C(O[C@@H]3OC(C)[C@H](O[C@@H]4OCC(O[C@H]5O[C@H](CO)[C@@H](O)C(O)C5O)C(O)C4O)C(O)C3O)[C@H](OC(=O)[C@]34CCC(C)(C)C[C@@H]3C3=CCC5[C@@]6(C)CC(O)C(O[C@@H]7OC(CO)C(O)[C@H](O)[C@H]7O)[C@@](C)(C(=O)O)C6CC[C@@]5(C)[C@]3(CO)CC4)O[C@H]2C)cc1 (stereo partly specified),6.3,-20,71*,101*,·,·,90*,73*,-7
CC(C)(C)c1ccc(C(=O)NNC(=O)CCC(=O)Nc2ccccc2)cc1,-1.0,-13,0,-8,-26,-6,0.3,0.3,-8
CCNc1nc(NCC)nc(SCCOC(=O)Nc2ccccc2)n1,-2.0,6,1,-18,2,-2,1.9,0.1,-6
O=C(Cc1n[nH]c(=O)c2ccccc12)Nc1cccc(S(=O)(=O)N2CCCCCC2)c1,0.0,15,-9,-10,-1,·,1.8,4.5,-10
CSc1cccc(NC(N)=O)c1,0.9,3,1,7,-12,-18,0.3,0.3,2
Cc1ccc(NC(=O)c2ccc3c(SCC(=O)O)c4c(nc3c2)CCCC4)c(Br)c1,-0.3,-11,-4,-3,-16,-6,-0.1,0.2,-7
O=C(COC(=O)c1cc(Br)ccc1O)NCC1CCCO1 (stereo unspecified),0.8,3,-9,-16,-32,·,0.4,0.0,-3
O=C(Nc1ccc(Cl)cn1)C1COc2ccccc2O1 (stereo unspecified),-2.6,8,-2,-17,13,-9,-0.2,-1.5,-15
Cn1ccc2c(-c3cccnc3)cc3c(c21)C1CCC3O1 (stereo unspecified),·,11,9,·,-30,·,-0.5,·,·
COc1cccc(-c2nnc(NC(=O)c3ccc(Cl)s3)o2)c1,13,-10,14,13,-11,10,-0.2,9.4,-3
CCOC(=O)C1CN(S(=O)(=O)c2ccc(OC)cc2)c2cc(S(=O)(=O)CC)ccc2O1 (stereo unspecified),-0.1,3,-4,-4,-14,9,0.7,0.3,-7
Cc1ccc(C2=NN(S(C)(=O)=O)C(c3ccc4nccnc4c3)C2)cc1 (stereo unspecified),0.3,16,-9,-5,-1,-5,0.3,2.5,1
COc1ccccc1OCCn1cc(C(=O)c2ccco2)c2ccccc21,10,-7,-4,-24,45,9,20*,4.0,-20
CC1CCN(S(=O)(=O)c2ccc3c(c2)N(CC(=O)N(C)Cc2ccco2)C(=O)CO3)CC1,-1.0,2,0,-31,-18,4,0.2,1.6,-7
CC(C)C1C(=O)N(Cc2cn(CC3CCCCC3)nn2)CCS(=O)(=O)N1Cc1ccc(-c2ccc(F)cc2)cc1 (stereo unspecified),·,19,-16,·,-28,·,0.4,·,·
CC(Sc1ncnc2sc(-c3ccccc3)cc12)C(=O)NCC1CCCO1 (stereo unspecified),-1.3,-16,11,-34,6,·,0.0,-0.8,-2
O=C(c1ccc2c(c1)OCCO2)C1CCN(S(=O)(=O)c2ccc(F)cc2)CC1,1.2,11,-13,-2,16,-3,2.6,2.5,-3
CCCCOc1ccc(C(=O)Nc2ccc(SC(F)F)cc2)cc1OC,0.3,-14,17,-22,41,-8,0.6,1.2,-2
COCCNC(=O)[C@@]1(Cc2ccccc2)C=C[C@@H](C)N1C(C)=O,-0.3,22,-16,-14,21,-9,1.2,-0.2,-3
O=C(Cc1ccccc1)Nc1ccc(NC(=O)c2ccccc2)c(Cl)c1,·,8,-2,·,10,-23,2.0,·,·

# GPR7 antagonist, entries above that show a hit
Molecule | TAAR1 antagonist | GPR7 antagonist
CCCCC(CC)C(=O)Oc1ccc(O)c(C(C)(C)C)c1 (stereo unspecified) | 7 | 30*

# An unsorted share of the library (roughly 3.5% active in at least one column).
